DAX1 inh-1: DAX1 (NR0B1) inhibition, primary screen. hit rate 1.1% among 370,000. AID 652010. HEK293T StAR-luciferase reporter, SF-1/DAX-1 repression relief. inhibition, % at 6.8 µM;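 active = inhibition above the mean over all tested compounds plus 3 SD, cut at about 3.6% in these data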;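 note: 0% = DAX-1 cells with DMSO and 100% = cells lacking DAX-1 with DMSO; higher inhibition means more luminescence from relief of DAX-1 repression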
PLC-beta3 inh: inhibitors of human phospholipase C beta3 | Q01970 | Purified PLC-beta3, fluorogenic substrate, fluorescence | inhibition, % at 12.2 µM | hit rate 0.18% among 370,000 | AID 720704; in the data active = inhibition above about 11%;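 note: 0% = median of compound wells on plate and 100% = full blocker control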
Target sequence (Q01970 whole entry, looked up): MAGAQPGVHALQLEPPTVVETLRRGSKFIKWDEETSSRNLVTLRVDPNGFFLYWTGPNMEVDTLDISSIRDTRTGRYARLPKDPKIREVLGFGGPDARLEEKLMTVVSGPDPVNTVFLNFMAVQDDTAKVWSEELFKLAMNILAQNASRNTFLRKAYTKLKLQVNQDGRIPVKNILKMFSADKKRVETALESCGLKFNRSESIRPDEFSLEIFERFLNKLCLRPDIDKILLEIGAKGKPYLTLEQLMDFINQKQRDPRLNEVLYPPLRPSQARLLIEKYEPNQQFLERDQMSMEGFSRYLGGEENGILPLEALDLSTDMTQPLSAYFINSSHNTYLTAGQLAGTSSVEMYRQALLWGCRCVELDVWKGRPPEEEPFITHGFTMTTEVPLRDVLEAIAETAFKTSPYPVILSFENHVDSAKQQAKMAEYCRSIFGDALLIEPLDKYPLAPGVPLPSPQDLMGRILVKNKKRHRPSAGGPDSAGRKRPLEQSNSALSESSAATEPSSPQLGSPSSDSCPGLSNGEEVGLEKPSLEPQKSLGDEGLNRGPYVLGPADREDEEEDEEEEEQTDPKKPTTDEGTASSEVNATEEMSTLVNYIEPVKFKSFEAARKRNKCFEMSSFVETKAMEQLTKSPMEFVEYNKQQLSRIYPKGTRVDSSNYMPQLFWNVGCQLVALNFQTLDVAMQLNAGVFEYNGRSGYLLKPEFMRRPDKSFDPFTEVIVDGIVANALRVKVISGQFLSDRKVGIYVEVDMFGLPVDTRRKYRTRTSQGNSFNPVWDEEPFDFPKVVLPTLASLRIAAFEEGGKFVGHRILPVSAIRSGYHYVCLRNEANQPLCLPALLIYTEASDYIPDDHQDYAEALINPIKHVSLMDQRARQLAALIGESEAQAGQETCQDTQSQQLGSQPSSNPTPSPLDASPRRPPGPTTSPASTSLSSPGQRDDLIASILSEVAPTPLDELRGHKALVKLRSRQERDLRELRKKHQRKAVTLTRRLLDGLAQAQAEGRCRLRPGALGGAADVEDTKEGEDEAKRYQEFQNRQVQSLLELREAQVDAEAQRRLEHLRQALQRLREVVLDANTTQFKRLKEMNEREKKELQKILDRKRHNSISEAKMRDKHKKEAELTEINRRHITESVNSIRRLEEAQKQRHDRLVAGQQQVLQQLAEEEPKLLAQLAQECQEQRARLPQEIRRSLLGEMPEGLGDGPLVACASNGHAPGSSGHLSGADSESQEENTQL
hgDAF12 agonist: agonists of H. glycines DAF-12 nuclear receptor. hit rate 1.8% among 370,000. activation, % at 6.8 µM. HEK293 GAL4-hgDAF12 UAS-luciferase reporter, agonist luminescence; normalized to butyrate control;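 active = activation above a cutoff set at the mean of all screened compounds plus 3 SD, cut at about 10% in these data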;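 note: 0% = DMSO wells and 100% = sodium butyrate wells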
PLCg1 inh: PLC-gamma1 (human) inhibition, primary screen; P19174; purified PLC-gamma1, fluorogenic substrate, fluorescence; inhibition, % at 12.2 µM; hit rate 0.84% among 370,000; AID 720700; in the data active = inhibition above about 9.5%
NR1D1 modulator: modulators of human Rev-erb alpha DNA binding | P20393 | Rev-erbα–FITC-DNA binding, fluorescence polarization, 90 min | activity, % at 10 µM | hit rate 0.79% among 370,000;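 active = activity above about 14%, limit read from the data; passing the limit was not always enough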;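 note: 0% = DMSO wells with 35 nM protein and 100% = DMSO wells with 750 nM protein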
MBD2 DNA inh: blocks human MBD2 binding to methylated DNA; inhibition, % at 4.4 µM; TR-FRET, MBD2 binding to methylated oligonucleotide; hit rate 0.31% among 370,000; Q9UBB5; in the data active = inhibition above about 13%
DAX1 inh-2: NR0B1 (DAX1) inhibition; P51843; HEK293 Gal4-DAX1 luciferase reporter, luminescence; inhibition, % at 6.75 µM; hit rate 0.99% among 340,000; AID 504766;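 active = inhibition above the mean over all tested compounds plus 3 SD, cut at about 4.2% in these data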;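 note: 0% = DAX1-transfected cells with DMSO and 100% = empty-vector control cells with DMSO; inhibition shows as a rise in luminescence from relieved DAX1 repression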
SMARCA2 activ: increases SMARCA2 function in MMTV reporter cells | MG213 cells, MMTV-luciferase reporter, dexamethasone, overnight | activation, % at 9.1 µM | hit rate 1% among 370,000; in the data active = activation above about 7.8%;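 note: 0% = vehicle wells and 100% = reference activator wells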
ADAM17 inh: ADAM17 inhibition, QFRET primary screen | P78536 | recombinant ADAM17, EDANS/DABCYL FRET peptide cleavage | inhibition, % at 6.95 µM | hit rate 0.83% among 370,000 | AID 720648;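 active = inhibition above the mean of compounds lying between control limits plus 3 SD, set per campaign, cut at about 8.5% in these data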;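 note: 0% = DMSO-only wells as the low control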
ssDAF-12 act: activates DAF-12 receptor from parasite S. stercoralis | activation, % at 6.8 µM | hit rate 1% among 370,000 | HEK293 ssDAF-12/GRIP1 lit1-tk-luc reporter, luminescence; % of 3 µM dafachronic acid response;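 active = activation above the mean over all tested compounds plus 3 SD, cut at about 0.9% in these data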;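 note: 0% = DMSO-only wells and 100% = 3 µM delta7-dafachronic acid wells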
hcDAF12 agonist: H. contortus DAF-12 activation, primary screen; hit rate 1.4% among 370,000; HEK293 hcDAF-12 lit1-tk-luc reporter, luminescence; 0% DMSO, 100% Δ7-dafachronic acid; activation, % at 6.8 µM; AID 652067;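 active = activation above the mean of all tested compounds plus 3 SD, cut at about 5.5% in these data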;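 note: 100% = response to 3 µM Δ7-dafachronic acid high control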
* marks the source's active call; other numbers are inactive results; i = inactive; · = not tested or not shown. No enrichment for hits. About 7.4% of those tested had a hit in this group.

structure	SMARCA2 activ	DAX1 inh-2	hgDAF12 agonist	PLC-beta3 inh	hcDAF12 agonist	DAX1 inh-1	MBD2 DNA inh	ADAM17 inh	NR1D1 modulator	PLCg1 inh	ssDAF-12 act
Cc1ccc2c(c1)N1C(=O)c3ccccc3C1C1=C(CC(C)(C)CC1=O)N2 (centres undefined)	-4	-1.3	-3.5	-2	-1.8	-0.2	-3	-3	0	4	-1.6
CC(=O)C[C@H](O)CC(=O)[C@@H]1OC(=O)[C@@H](C)C/C=C\Cc2ccccc21	-1	0.2	0.1	-2	0.1	1.1	1	-4	-2	-4	-1.0
CN1CCN(S(=O)(=O)c2ccc(NC(=O)c3ccccc3Cl)cc2)CC1	-4	-0.5	0.7	-7	-1.3	0.2	-4	-4	3	-2	-1.8
O=C(O)C1CCCCC1C(=O)Nc1cc(C(F)(F)F)ccc1Cl (centres undefined)	-3	-0.4	0.4	-4	-1.1	0.3	-1	4	-2	10.0*	-0.7
COc1ccc(C(=O)N2CCNC(=O)C2CC(=O)Nc2ccc(C)cc2)cc1 (centres undefined)	-4	-0.9	-3.3	-3	-0.8	1.0	-3	-1	-2	1	-1.0
CCCCOCCCNC(=O)C[C@@H]1C(=O)N(Cc2ccc(OC)cc2)/C2=C/CCCCC[C@@]21C(=O)OCC	-3	·	-1.7	3	-2.1	0.3	1	2	2	2	-0.3
CC(C)CCOc1cccc(OCC(=O)N(C)C2CCS(=O)(=O)C2)c1 (centres undefined)	-5	0.7	-0.4	2	-1.4	-1.0	-3	-1	0	-2	-1.3
O=C(O)C1CCCCC1C(=O)NCCc1c[nH]c2ccccc12 (centres undefined)	2	-0.6	1.7	0	4.2	1.1	-3	2	3	3	0.1
COc1ccc(NC(=O)C(C)N2C(=O)c3ccccc3C2=O)cc1S(=O)(=O)N1CCOCC1 (centres undefined)	1	1.1	-1.7	1	-2.2	-0.4	6	-6	-6	0	-1.2
O=C1/C(=C/c2cccc(Br)c2)SC(=S)N1/N=C/c1cc([N+](=O)[O-])ccc1O	-1	-0.5	-1.8	-19	-1.1	0.7	-2	-2	2	-7	-1.4
CCCC(=O)Nc1ccc(S(=O)(=O)N2CCc3ccccc32)cc1	-5	4.8*	1.2	-1	-2.3	-0.5	1	0	1	-1	-0.3
O=C(c1c(F)cccc1F)N(Cc1ccccn1)C1CC1	-2	0.4	-2.5	-2	-1.0	-0.1	-5	-4	-1	1	-1.1
O=C(COC(=O)/C=C/c1cccc(Br)c1)Nc1ccc(Cl)cn1	-4	0.6	1.9	4	0.4	2.2	-6	4	-1	-1	-0.2
Cc1cc(N(C)C)cc(C)[n+]1[O-]	-3	1.0	0.9	5	-2.1	0.1	8	1	-2	4	-1.2
CC(=O)Nc1cc(NC(=O)CCCC(=O)O)ccc1Cl	1	-1.5	-1.5	0	-0.7	0.4	5	-2	0	2	-0.7
Cc1nnc(NC(=O)CSc2ccc([N+](=O)[O-])cn2)s1	0	0.4	2.2	-2	-0.2	-0.1	-1	-2	2	2	-1.7
COc1ccc(/C=N\NC(=O)c2ccccc2Br)cc1COc1c(F)c(F)cc(F)c1F	-4	-0.6	-3.5	-6	-2.6	-2.0	0	8	13	-1	-1.2
COc1cccc(CCc2nnc(N)s2)c1	-3	-1.3	0.4	-8	-0.5	-0.6	5	0	-6	1	-0.1
Oc1ccc(-c2nc3ccccc3s2)c(O)c1	14*	0.7	7.8	i	1.2	2.6	2	-112	4	i	0.2
COc1ccc(S(=O)(=O)N2CCOCC2)cc1N=Nc1sc(N)nc1-c1ccccc1	1	-0.1	-0.7	2	-1.2	-2.1	0	2	-3	-1	-1.8
Cc1ccc(NC2=NC(c3ccc(F)cc3)n3c(nc(C)cc3=O)N2)c(C)c1 (centres undefined)	0	3.0	-0.6	-9	0.0	-0.4	3	-1	6	-2	-1.4
CC(NC(=O)c1ccco1)C(=O)OCc1cccc(Cl)c1 (centres undefined)	1	0.0	0.2	-2	0.2	-0.5	-2	-1	1	-1	-1.3
CCc1ccc2oc(C(=O)NCC(c3ccc(OC)cc3)N3CCCCC3)c(C)c2c1 (centres undefined)	1	1.2	-0.5	-12	-0.5	0.2	8	-4	0	4	-0.7
COC(=O)c1c(NC(=O)CSc2nnnn2-c2ccc3c(c2)OCO3)sc(C)c1C	-1	0.1	1.4	-1	2.7	1.1	-3	-5	2	0	-0.2

Just DAX1 inh-1 and hcDAF12 agonist, for 2 of the compounds above:
SMILES | DAX1 inh-1 | hcDAF12 agonist
COc1cccc(CCc2nnc(N)s2)c1 | -0.6 | -0.5
Oc1ccc(-c2nc3ccccc3s2)c(O)c1 | 2.6 | 1.2

The list goes on.
structure	SMARCA2 activ	DAX1 inh-2	hgDAF12 agonist	PLC-beta3 inh	hcDAF12 agonist	DAX1 inh-1	MBD2 DNA inh	ADAM17 inh	NR1D1 modulator	PLCg1 inh	ssDAF-12 act
COC(=O)[C@]12C[C@H](CC(=O)NCCCCc3ccccc3)C(=O)N(Cc3ccc4c(c3)OCO4)C1=C[C@H](C(C)(C)C)O[C@@H]2C	-1	·	1.0	1	2.0	-1.7	2	4	4	-1	-1.5
CCOC(=O)C1(C)CCCN1C(=O)c1cccs1 (centres undefined)	-5	·	-2.5	0	1.5	0.8	0	-1	2	-1	-0.6
CC(C)NC(=O)C1(C)CSCC(=O)N1Cc1cccc(C(F)(F)F)c1 (centres undefined)	-1	·	1.9	1	-0.5	-1.3	-1	-4	0	3	-1.0
CC12CN3CC(C)(CN(C1)C3c1c[nH]c3ccccc13)C2=O (centres undefined)	-2	-0.8	0.7	2	0.0	-0.7	1	3	2	3	-1.3
CCCCC(=O)Nc1c(-c2ccc(OC)c(OC)c2)c(=O)c2ccccc2n1C	1	-0.8	4.1	-17	-1.1	0.1	-5	-1	-5	-11	-1.2
COc1cc(C(=O)NCC(=O)OCC(=O)N2CCc3ccccc32)cc(OC)c1OC	0	-1.9	-1.9	-7	-0.8	0.8	3	-8	6	-3	-1.5
COC(=O)C1=C(C)NC(C)=C(C(=O)OC)C1C(=O)OCC(=O)c1ccc(Br)cc1	2	-0.2	0.8	-33	-0.2	-0.1	3	-9	5	-26	-0.7
CCN(CCNS(=O)(=O)c1ccc2c(c1)oc(=O)n2C)c1ccccc1	0	1.1	0.9	1	1.7	0.1	0	1	2	1	-0.7
O=C(CCN1CCOCC1)NNC(=O)Nc1cccc(Cl)c1	1	1.1	1.0	-2	-0.3	-0.4	-6	5	-4	-1	-1.5
Clc1ccc(-c2ccc(C=Nc3ccc(N4CCOCC4)cc3)o2)cc1	-3	1.2	3.0	-139	1.1	1.6	-1	-6	-5	-115	-0.8
Cc1occc1C(=O)NN1C(=O)C2C3CCC(O3)C2C1=O (centres undefined)	-3	1.1	2.3	-3	-0.1	1.2	3	-1	-3	-1	-1.3
NC(=O)CC(NC(=O)c1ccc(Br)cc1)c1ccc(NC2CCCCC2)c([N+](=O)[O-])c1 (centres undefined)	0	1.8	2.2	2	-1.0	0.0	-3	3	-2	7	-0.8
CCn1c(CC(=O)Nc2ccccc2C)nnc1SCC(=O)NC1=NCCS1	3	-0.7	1.3	0	2.1	0.5	-3	0	-5	4	-0.4
COc1cc(C(=O)NCc2cc(C)nc3ccccc23)cc(OC)c1OC	0	-0.3	3.3	-7	-0.9	-1.1	-2	-5	1	0	-2.1
O=C(Nc1ccc(O)c(-c2nc3ccccc3s2)c1)c1cccs1	0	-0.5	-0.1	-115	-1.4	0.2	7	1	360*	-102	-1.2
CC(=O)c1sc2nc(-c3ccc(C)cc3)c3c(c2c1N)CCCC3	3	-1.6	0.4	i	-3.7	-0.8	-1	-100	4	i	-1.4
N#C/C(=C\c1cn[nH]c1-c1ccccc1)C(=O)NC1CCCCCC1	-5	-1.4	-3.2	-1	-2.1	-1.0	-4	6	0	2	-1.1
C=CCN1C(=O)[C@H](CC(=O)N2CCC(c3ccccc3)CC2)[C@@]2(C(=O)OCC)CCCC=C12	-4	·	0.8	4	-2.7	-1.5	-2	5	0	8	-1.3
Cc1ccc2c(c1)N(CCCC(=O)N(C)Cc1ccccc1Cl)C(=O)CO2	0	·	-2.0	3	-2.9	-0.9	6	1	-1	-3	-1.2
CC(=O)Nc1ccc(S(=O)(=O)N2CCN=C2SCc2cccc(C)c2)cc1	-2	-0.4	-2.3	-7	-3.2	-3.1	5	5	-1	1	-1.5
COc1cccc(CN2CC(C(=O)NCCCn3cccn3)CCC2=O)c1 (centres undefined)	0	-0.6	3.1	-4	1.3	1.3	1	0	-5	1	0.2
Cc1ccc(S(=O)(=O)N/N=c2\sc3ccccc3n2C)cc1	1	0.3	-2.7	2	-1.4	-0.5	2	1	1	-2	-1.6
COc1ccc(C(=O)Nc2cnc3ccccn3c2=O)cc1	1	4.1	12*	-58	1.2	3.0	-5	-16	2	-35	-0.3
CC1CCCCC1NS(=O)(=O)c1ccc2c(c1)CC(=O)N2C (centres undefined)	-1	0.3	-0.4	-6	-0.6	-1.2	-2	-1	2	1	-1.3
Cc1c(C(=O)N2CCCc3ccccc32)oc2ccccc12	5	-0.2	3.2	-6	2.7	0.2	3	2	-4	3	-0.6
O=S(=O)(c1cnc(Cl)c(Cl)c1)N1CCc2ccccc21	-1	-0.1	0.1	-6	1.7	0.1	2	-2	-1	3	-0.7
O=C(NCc1ccccn1)c1cc2c(ccc3ccccc32)oc1=O	-2	1.1	-0.6	i	-1.0	0.6	-2	i	-3	i	-1.4
O=c1cc(-c2ccccc2)nc2nc(CCc3ccccc3)[nH]n12	0	0.2	0.9	-3	-0.6	-0.7	1	-3	-6	-2	-1.1
